GLS inhibitor – blocks human kidney-isoform glutaminase activity; GLS enzymatic activity, qHTS titration; Potency, µM (top dose mostly 45.5 µM), without a hit: at the highest dose activity change, negative = inhibition, most hits filed as inhibitors; 0.21% of 410,000 active; note: % is set by controls: 0 for no effect and ±100 for the full control effect
Target sequence (O94925 whole entry, looked up, canonical isoform): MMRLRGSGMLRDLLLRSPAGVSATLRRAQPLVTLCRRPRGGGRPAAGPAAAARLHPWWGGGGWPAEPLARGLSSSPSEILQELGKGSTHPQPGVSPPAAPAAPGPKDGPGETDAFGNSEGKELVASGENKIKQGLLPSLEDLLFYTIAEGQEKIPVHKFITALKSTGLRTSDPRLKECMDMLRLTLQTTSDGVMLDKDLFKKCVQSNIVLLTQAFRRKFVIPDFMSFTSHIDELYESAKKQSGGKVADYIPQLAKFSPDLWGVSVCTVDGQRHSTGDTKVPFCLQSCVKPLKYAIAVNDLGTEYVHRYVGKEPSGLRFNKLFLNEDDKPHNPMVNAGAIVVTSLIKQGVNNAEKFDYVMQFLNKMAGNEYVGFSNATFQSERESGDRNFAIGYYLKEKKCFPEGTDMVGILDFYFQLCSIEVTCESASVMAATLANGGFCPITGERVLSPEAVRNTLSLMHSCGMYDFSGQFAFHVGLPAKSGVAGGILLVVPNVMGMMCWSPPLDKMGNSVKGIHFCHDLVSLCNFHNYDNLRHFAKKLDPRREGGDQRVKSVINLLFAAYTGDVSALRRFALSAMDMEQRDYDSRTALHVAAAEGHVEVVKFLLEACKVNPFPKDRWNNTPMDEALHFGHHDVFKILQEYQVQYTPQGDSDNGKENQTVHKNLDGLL
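Human kidney-isoform GLS in 45 mM KH2PO4 pH 8.2, 0.02% Tween-20, with compound, started with 1mM L-Glutamine (added stock). Glutamate oxidase/HRP/Amplex red coupled fluorescence read at start and after 30 min at RT.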
ERG Ets-DNA blk – inhibitors of human ERG Ets domain-DNA interaction; AID 624246; Potency, µM (top dose mostly 76.9 µM), without a hit: top-dose FP activity, negative = inhibition, usual class: inhibitors; 0.028% of 370,000 active; P11308; fluorescence polarization, His-ERG Ets domain / labelled DNA; active = well fitted inhibition curve with a large enough effect in the polarisation, with a control signal flat; inconclusive = small, poorly fitted or top-dose-only effect, or effect the other way, or a change in a side signal; inactive = no such curve, though single readings can be large or run the other way; the % refers to the polarisation;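 note: polarization taken with two DNA probes labelled with fluorescein and Texas red; % of control where 0% means no effect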
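His-tagged ERG Ets domain (1 uM in the protein solution; 300mM KCl, 50mM Tris-HCl, 1mM EDTA, 1mM DTT, pH 7.5) received compound, then a probe mix of 5 nM fluorescein-DNA and 100nM Texas-615-DNA. Fluorescence polarization was read for both dyes.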
Tb PGK inh – T. brucei PGK inhibition; P07378; PGK/GAPDH coupled, Kinase-Glo luminescence, 60 min; Potency, µM (series often up to 57.5 µM), for the others: at the top dose activity change, negative = inhibition, actives largely listed as inhibitors; 0.043% of 380,000 active; note: % is set by controls: 0 for no effect and ±100 for the full control effect; nearly all actives have a fitted effect of over 60% in size
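Luminescent ATP detection (Kinase-Glo Plus) follows a 60-minute room-temperature incubation, with wells lacking PGK as controls. Buffer: 100 mM TEA (pH 7.6), 5 mM MgCl2, 0.01% Tween-20. Coupling enzyme GAPDH (100 nM final) supplies unstable 1,3-BPG in-well.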
Pin1 inhibitor – inhibitors of human Pin1; Pin1 FP peptide displacement, HiFluor488, 10 min; Q13526; 0.009% of 390,000 active; Potency, µM (titrated, usually from 115 µM), for inactives: top-dose activity, negative = inhibition, most hits filed as inhibitors; active = well fitted inhibition curve with a large enough effect in the polarisation, with a control signal flat, not every such curve was filed as active; inconclusive = small, poorly fitted or top-dose-only effect, or effect the other way, or a change in a side signal; inactive = no such curve, though single readings can be large or run the other way; the % refers to the polarisation; note: % is set by controls: 0 for no effect and ±100 for the full control effect
Target sequence (Q13526 whole entry, looked up): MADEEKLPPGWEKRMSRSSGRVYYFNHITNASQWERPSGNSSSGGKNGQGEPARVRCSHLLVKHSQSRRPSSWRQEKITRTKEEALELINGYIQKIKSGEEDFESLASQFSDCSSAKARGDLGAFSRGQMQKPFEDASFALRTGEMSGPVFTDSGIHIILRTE
JMJD2A Tudor – inhibitors of human JMJD2A Tudor domain | O75164 | AlphaScreen JMJD2A-Tudor / H3K4me3 peptide binding | Potency, µM (series often up to 114 µM), inactives show at the top dose activity change, negative = inhibition, most hits filed as inhibitors | 4.4% of 390,000 active | AID 504339; note: % is set by controls: 0 for no effect and ±100 for the full control effect; nearly all actives have a fitted effect of over 50% in size
HP1b chromo inh – HP1-beta chromodomain-methylated histone interaction inhibition | AlphaScreen HP1-beta / biotin-H3K9me3 peptide binding | Potency, µM (titrated, usually from 114 µM), without a hit: at the highest dose activity change, negative = inhibition, most hits filed as inhibitors | 0.56% of 390,000 active | AID 540317; note: nearly all actives have a fitted effect of over 70% in size; inactives centre near 23
Target sequence (P83916 whole entry, looked up): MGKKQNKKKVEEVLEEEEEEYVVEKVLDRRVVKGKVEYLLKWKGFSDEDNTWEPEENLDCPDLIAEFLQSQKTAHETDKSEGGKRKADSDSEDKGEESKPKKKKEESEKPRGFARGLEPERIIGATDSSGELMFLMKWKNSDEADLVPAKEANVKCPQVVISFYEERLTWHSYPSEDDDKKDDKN
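HP1-beta protein (50 nM final) preincubated 30 min at room temperature with biotinylated H3(1-18)K9me3 peptide (50 nM) in PBS pH 7.4, 0.01% Tween-20, then compound added for 30 min. AlphaScreen streptavidin donor/nickel chelate acceptor beads (10 ug/mL final), 30 min dark, luminescence read.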
rTrxR1 inhibitor – rat TrxR1 inhibition | Potency, µM (top dose mostly 114 µM), for the others: at the top dose activity change, negative = inhibition, actives largely listed as inhibitors | O89049 | 1% of 390,000 active | recombinant rTrxR1, NADPH fluorescence consumption, selenite substrate | AID 588453; note: % is set by controls: 0 for no effect and ±100 for the full control effect; nearly all actives have a fitted effect of over 65% in size
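Rat TrxR1 (90 nM in the dispensed reagent) was pre-reduced with 400 uM NADPH for 5 min at room temperature, then incubated with compound for 15 min. After 400 uM selenite was added, NADPH fluorescence (Ex 340/Em 450 nm) was followed for 8 min.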
ALOX12 inh – inhibitors of human 12S-lipoxygenase ALOX12; P18054; purified 12hLO, xylenol orange hydroperoxide absorbance; Potency, µM (highest dose often 108 µM), for the others: at the top dose activity change, negative = inhibition, usual class: inhibitors; 1.1% of 580,000 active; AID 1671190; note: % is set by controls: 0 for no effect and ±100 for the full control effect
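Purified human 12hLO (150 nM final) in 25 mM Hepes, 0.01% Triton X-100, pH 7.0 was preincubated 15 min at room temperature with compound. Then 40 uM arachidonic acid was added, 30 min. Hydroperoxide was read by Fe-XO absorbance ratio 573/405 nm.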
RGS4 inh – human RGS4 inhibition | Potency, µM (doses to about 114 µM), for the others: at the top dose activity change, negative = inhibition, usual class: inhibitors | 0.039% of 390,000 active | P49798 | Transcreener GDP fluorescence polarization, RGS4-accelerated GTP hydrolysis; note: % is set by controls: 0 for no effect and ±100 for the full control effect; nearly all actives have a fitted effect of over 75% in size; some results filed as inactive show a strong effect at the top dose
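MLSMR compounds (23 nl, pin-transferred) preincubated 10 min at room temperature with a 500nM (2x) first reagent, then RGS4 at 900nM (2x) plus Transcreener GDP mix added; fluorescence polarization (620/688 nm) read before and after 90 min at 30 °C.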
Starred values were filed as active, the others as inactive; i = inactive; ? = inconclusive; · = not tested or not shown; [ ] = another dose, or the depositor's remark. Unless noted, calls come from the whole dose curve; as a rule, active = well fitted curve in the direction sought with a large enough effect; inconclusive = small, poorly fitted or top-dose-only effect, or another doubt; inactive = no such curve, though single readings can be large; an effect the other way counts as inactive or inconclusive. Potency is the fitted concentration of half-maximal effect.

#	SMILES	GLS inhibitor	ERG Ets-DNA blk	Tb PGK inh	Pin1 inhibitor	JMJD2A Tudor
1	O=C(Nc1ncccn1)C1c2ccccc2Oc2ccccc21	3%	3%	-9%	?	7%
2	Cc1ccc(NC(=O)CN(C)S(=O)(=O)c2cccc3cccnc23)cc1C	-5%	5%	-10%	-9%	1%
3	OCCN1CCN(c2ncnc3nc[nH]c23)CC1	3%	-9%	4%	?	-11%
4	N/C(=N\OC(=O)c1ccc(Br)o1)c1cccnc1	10%	-4%	i	-1%	-14%
5	Cc1cc(C)cc(Nc2nc3ccc(C)cc3n3cnnc23)c1	1%	-4%	-8%	13%	-7%
6	CC(C)(C)c1ccc(CSc2nnc(-c3ccccc3NC(=O)c3ccccc3)o2)cc1	0%	15%	i	1%	10%
7	COCCOc1ccc(C(F)(F)F)cc1N	7%	6%	-5%	5%	-6%
8	COc1ccc(NC(=O)CCN2CCN(S(=O)(=O)c3ccc(OC)cc3)CC2)cc1	3%	-4%	i	-1%	-6%
9	Cc1ccccc1NC(=O)c1onc2c1CCCC2	5%	2%	-23%	-3%	9%
10	Cc1cccc(C)c1NC(=O)CN1C(=O)COc2ccccc21	2%	-11%	-10%	-3%	5%

#	HP1b chromo inh	rTrxR1 inhibitor	ALOX12 inh	RGS4 inh
1	15%	4%[57.1 µM]	5%	-18%
2	33%	5%[57.1 µM]	14%	9%
3	33%	23%	-1%	8%
4	37%	15%[57.1 µM]	-1%	-18%
5	13%	19%[57.1 µM]	15%	-12%
6	34%	2%	22%	-37%
7	40%[activator]	11%	9%	-2%
8	18%	17%[57.1 µM]	5%	-1%
9	37%	-8%	-17%	-11%
10	50%[activator]	16%	?	-19%

Next records follow.
#	SMILES	GLS inhibitor	ERG Ets-DNA blk	Tb PGK inh	Pin1 inhibitor	JMJD2A Tudor
11	CCc1ccc(C(=O)CN2C(=O)NC(C)(CCc3ccccc3)C2=O)cc1 (stereo unspecified)	0%	-3%	i	15%	-14%
12	COc1cc2c(cc1OC)C1c3ccc(OC)c(OC)c3OCC1(O)C2 (stereo unspecified)	3%	2%	-4%	0%	-7%
13	O=[N+]([O-])c1cccc(-c2nnc(-c3ccccc3F)o2)c1	0%	-5%	4%	-2%	-13%
14	O=C(CC1(O)CCCCC1)OC1CCCC1	-4%	-4%	-1%	-2%	-4%
15	CC(=O)N1CCN(Cc2nc(-c3cccc(Cl)c3)no2)CC1	8%	-7%	-1%	4%	-2%
16	COc1ccc(NS(=O)(=O)c2ccc(/C=C/C(=O)O)cc2)cc1S(=O)(=O)N1CCOCC1	0%	1%	9%	2%	11%
17	Cc1ccc(C(=O)NC(Cc2c[nH]c3ccccc23)C(=O)O)cc1 (stereo unspecified)	22%	15%	-2%	-11%	6%
18	S=c1[nH]nc(Cn2cnc3ccccc32)n1-c1ccccc1Cl	-7%	1%	-7%	-3%	50µM*
19	O=[N+]([O-])c1ccc2nc(CN3CCCCC3)[nH]c2c1	2%	-1%	1%	5%	-15%
20	COc1ccc(CC(=O)N[C@@H](CCSC)C(=O)N2CCC3(CC2)NCCc2[nH]cnc23)cc1	5%	-4%	0%	1%	-17%

#	HP1b chromo inh	rTrxR1 inhibitor	ALOX12 inh	RGS4 inh
11	22%	0%	-7%	-19%
12	11%	13%	?	-6%
13	14%	9%	2%	22%
14	35%	18%	·	20%
15	24%	19%	9%	-6%
16	34%	12%	-9%	-16%
17	19%	-9%	?	16%
18	41%[activator]	-11%	-11%	15%
19	29%	-1%[57.1 µM]	2%	-4%
20	31%	20%	1%	-17%[56.9 µM]

The list goes on:
#	SMILES	GLS inhibitor	ERG Ets-DNA blk	Tb PGK inh	Pin1 inhibitor	JMJD2A Tudor
21	Cc1cc(C)n2nc(C(=O)OCC(=O)Nc3cc(Cl)ccc3C)nc2n1	6%	19%	-6%	-6%	-3%
22	CCOC(=O)C1CCN(S(=O)(=O)c2cccc(-c3cn4cccnc4n3)c2)CC1	2%	3%	i	-4%	-6%
23	Cc1cccc(CC(=O)Nc2c(C(=O)Nc3cccc(F)c3)oc3ccccc23)c1	2%	-1%	0%	6%	2%
24	Cc1ccc(CC2CC(=O)N(CCc3ccc4c(c3)OCO4)C2=O)cc1 (stereo unspecified)	0%	9%	-6%	4%	20%
25	CCOc1ccccc1OCCCC(=O)Nc1sccc1C(N)=O	5%	-1%	0%	3%	-6%
26	COc1ccc(NC(=O)CCn2cnnn2)cc1	-3%	6%	9%	-5%	-27%
27	Cc1ccccc1-c1noc(-c2nnn(-c3ccccc3C)c2N)n1	6%	0%	1%	19%	-25%
28	N#CC1=C(N)C(C#N)(C#N)[C@H](c2ccsc2)[C@H]2COCC=C12	10%	-12%	-10%	?	-19%
29	CN(/N=C/c1ccc(Cl)cc1)c1ncc(Cl)cc1C(F)(F)F	-7%	-3%	4%	-5%	100%[activator]
30	OCc1ccccc1CN1CCCCCC1	0%	-7%	12%	-2%	-17%

#	HP1b chromo inh	rTrxR1 inhibitor	ALOX12 inh	RGS4 inh
21	46%[activator]	13%	-8%	20%
22	40%[activator]	-26%	-34%	-33%
23	54%[activator]	-8%	0%	13%
24	78%[activator]	1%	0%	-2%
25	30%	-9%	-25%	-18%
26	39%[activator]	4%[57.1 µM]	0%	12%
27	60%[activator]	25%	-8%	-7%
28	27%	?	?	-33%
29	122%[activator]	14%[57.1 µM]	19%	-2%
30	7%	10%[11.4 µM]	-5%	15%

Sorted by number of heavy atoms (descending): part of the list above
#	SMILES	GLS inhibitor	ERG Ets-DNA blk	Tb PGK inh	Pin1 inhibitor	JMJD2A Tudor
23	Cc1cccc(CC(=O)Nc2c(C(=O)Nc3cccc(F)c3)oc3ccccc23)c1	2%	-1%	0%	6%	2%
21	Cc1cc(C)n2nc(C(=O)OCC(=O)Nc3cc(Cl)ccc3C)nc2n1	6%	19%	-6%	-6%	-3%
27	Cc1ccccc1-c1noc(-c2nnn(-c3ccccc3C)c2N)n1	6%	0%	1%	19%	-25%
30	OCc1ccccc1CN1CCCCCC1	0%	-7%	12%	-2%	-17%

#	HP1b chromo inh	rTrxR1 inhibitor	ALOX12 inh	RGS4 inh
23	54%[activator]	-8%	0%	13%
21	46%[activator]	13%	-8%	20%
27	60%[activator]	25%	-8%	-7%
30	7%	10%[11.4 µM]	-5%	15%

(cont.)
#	SMILES	GLS inhibitor	ERG Ets-DNA blk	Tb PGK inh	Pin1 inhibitor	JMJD2A Tudor
31	CCC(CO)Oc1cc(NCc2ccccc2O)c2ncn(C(C)C)c2c1 (stereo unspecified)	33%	3%	-1%	-2%	?
32	CCNc1ccc(C(=O)OCC(=O)NC(=O)NCC(C)C)cc1[N+](=O)[O-]	-14%	14%	i	7%	9%
33	Cc1cccc(-n2cc(-c3ccccc3)c3c(NC4CCCC4)ncnc32)c1	6%	6%	0%	-2%	-27%
34	CN(C)C(=O)CCc1ccc2c3c([nH]c2c1)[C@]1(C)[C@@H](C(=O)N2CCCCC2)C[C@H](CC(=O)NCCC2=CCCCC2)C(=O)N1CC3	0%	-6%	6%	7%	-12%
35	Cc1ccc2cccc(NC(=O)c3ccc(-c4cccc([N+](=O)[O-])c4)o3)c2n1	-17%	-11%	-2%	4%	-6%
36	Cc1cc(NC(=O)C(C)SCC(=O)Nc2ccccc2N2CCCC2)no1 (stereo unspecified)	-1%	-2%	1%	-12%	-26%
37	COc1cccc(NC(=O)CN(C)C(=O)c2cccc(NS(=O)(=O)c3ccc(Br)cc3)c2)c1	3%	0%	-1%	0%	-33%
38	Cc1cc(C)c2nc(N3CCCC(C(=O)NCc4cccc(Br)c4)C3)sc2c1 (stereo unspecified)	2%	0%	3%	2%	-1%
39	CC1Cc2ccccc2N1C(=S)NC1CCCC1 (stereo unspecified)	3%	-8%	0%	-2%	18%
40	O=C(CN1C(=O)NC2(CCCC2)C1=O)N1CCCSC1=Nc1ccccc1	-3%	-6%	-1%	0%	-13%

#	HP1b chromo inh	rTrxR1 inhibitor	ALOX12 inh	RGS4 inh
31	-17%	9%[57.1 µM]	-1%	-5%
32	20%	17%[57.1 µM]	-5%	-13%
33	47%[activator]	2%[57.1 µM]	?	-2%
34	38%	12%	?	0%
35	12%	40%[11.4 µM]	1%	11%
36	30%	-4%	-4%	2%
37	9%	10%	38%[activator]	-14%
38	35%	23%	1%	-10%
39	69%[activator]	23%	i	21%
40	28%	-2%	11%	-5%

Next section:
#	SMILES	GLS inhibitor	ERG Ets-DNA blk	Tb PGK inh	Pin1 inhibitor	JMJD2A Tudor
41	O=Cc1cn(CC(=O)Nc2ccccc2)c2ccccc12	1%	2%	-7%	1%	-4%
42	COc1ccc(NC(=O)C2(c3ccc(NC(=O)c4ccc(OC)cc4)cc3)CCCC2)cc1	-1%	9%	-8%	-3%	-1%
43	CCN(CC)CCN(CC(=O)Nc1c(C)cc(C)cc1C)C(=O)c1ccccc1	-1%	-6%	5%	0%	0%
44	COC(=O)[C@@H]1CCCN1Cc1nc(Cc2ccccc2F)no1	-14%	-4%	9%	-1%	-5%
45	COC(=O)c1c(C(=O)OC)c(-c2ccc(F)cc2)n2c1CSC2	-4%	-10%	i	1%	-19%

#	HP1b chromo inh	rTrxR1 inhibitor	ALOX12 inh	RGS4 inh
41	15%	24%	?	11%
42	22%	-10%	8%	2%
43	21%	12%	0%	23%
44	44%[activator]	17%	20%	-4%
45	19%	3%	11%	-3%

Some of the compounds tested; the hit share may differ from the screen's.
